Bioassay records as filed in PubChem BioAssay.
CHRM1 antagonist = human CHRM1 antagonism. inhibition, % at 3 µM. P11229. CHO-K1 hM1, Fluo-8 calcium fluorescence, ACh EC80 antagonist. 1.3% of 360,000 active. AID 588852;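 active = percent inhibition above its own plate's cutoff, namely the mean of that plate's compound wells plus 3 SD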;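 also: peak over basal fluorescence ratio during 140 s after agonist addition; 0% = ACh EC80 plus DMSO and 100% = DMSO alone without agonist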
V1R ag counter = counter-screen for oxytocin receptor agonists: human V1a receptor agonists; CHO-V1R cells, Fluo-8 calcium fluorescence, agonist mode; 0% DMSO, 100% 3 nM vasopressin; activation, % at 3 µM; 0.25% of 320,000 active;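 active = activation above the mean activation of all tested compounds plus 3 SD, per screening run, cut at about 20% in these data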;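 also: signal is peak over basal fluorescence ratio across a 100 second FLIPR read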
Target sequence (P37288 whole entry, looked up): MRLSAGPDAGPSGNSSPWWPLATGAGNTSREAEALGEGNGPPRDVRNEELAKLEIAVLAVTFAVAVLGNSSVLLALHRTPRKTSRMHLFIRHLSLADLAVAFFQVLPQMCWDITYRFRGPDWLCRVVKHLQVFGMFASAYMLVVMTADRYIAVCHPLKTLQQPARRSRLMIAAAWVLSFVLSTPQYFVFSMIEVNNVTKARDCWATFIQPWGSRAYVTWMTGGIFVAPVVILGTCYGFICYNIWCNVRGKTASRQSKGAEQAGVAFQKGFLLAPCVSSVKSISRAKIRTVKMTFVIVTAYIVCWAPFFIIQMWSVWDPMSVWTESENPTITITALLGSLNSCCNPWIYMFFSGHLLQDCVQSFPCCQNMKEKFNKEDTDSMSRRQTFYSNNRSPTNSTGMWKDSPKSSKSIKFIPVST
OXTR agonist = agonists of human oxytocin receptor | P30559 | CHO-OTR cells, Fluo-8 calcium fluorescence; normalized: DMSO 0%, oxytocin 100% | activation, % at 3 µM | AID 2435 | 0.32% of 320,000 active;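 active = activation above the mean of all tested compounds plus 3 SD, cutoff set per screening run, cut at about 20% in these data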;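 also: peak over basal fluorescence ratio from a 100 s FLIPR kinetic read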
Target sequence (P30559 whole entry, looked up): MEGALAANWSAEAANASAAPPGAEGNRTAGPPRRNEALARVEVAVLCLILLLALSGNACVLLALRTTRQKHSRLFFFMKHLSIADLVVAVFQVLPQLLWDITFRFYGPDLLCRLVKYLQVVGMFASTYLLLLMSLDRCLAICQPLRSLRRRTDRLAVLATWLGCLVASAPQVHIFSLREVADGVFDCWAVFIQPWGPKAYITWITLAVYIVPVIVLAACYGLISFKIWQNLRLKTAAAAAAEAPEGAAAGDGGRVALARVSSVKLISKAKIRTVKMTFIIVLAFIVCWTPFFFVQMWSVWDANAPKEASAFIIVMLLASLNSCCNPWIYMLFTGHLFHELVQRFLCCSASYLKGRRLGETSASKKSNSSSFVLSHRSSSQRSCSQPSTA
CHRM1 PAM = potentiates human M1 receptor response to acetylcholine | CHO-K1 hM1, Fluo-8 calcium fluorescence, ACh EC20; 0% = ACh EC20, 100% = maximal ACh | activation, % at 3 µM | 0.088% of 360,000 active | AID 588819; in the data active = activation above about 19%, passing the limit was not always enough
OXTR potentiator = human OXTR potentiation; P30559; CHO-OTR cells, Fluo-8 calcium fluorescence, potentiator mode; 0% = oxytocin EC15, 100% = EC100; activation, % at 3 µM; 0.061% of 320,000 active; AID 2445;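 active = activation above that plate's cutoff, the mean activation of tested compounds plus 3 SD, cut at about 6.6% in these data, passing the limit was not always enough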;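 also: 100% uses oxytocin at 75 nM as the full agonist control; some results filed as inactive read as strong as hits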
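Material: CHO-OTR cells, human receptor; compound dosing: single dose, 3.0 µM nominal final compound concentration; schedule: 6 min compound pre-incubation at room temperature, 100 s kinetic read; measured by: kinetic Fluo-8 calcium fluorescence; read-out basis: % activation vs EC15 and EC100 oxytocin; controls: EC15 oxytocin alone as 0%, 75 nM oxytocin as 100%; replicates: singlicate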
CHRM1 agonist = activates human CHRM1 receptor. P11229. CHO-K1 hM1, Fluo-8 calcium fluorescence, agonist mode; 0% DMSO, 100% acetylcholine EC100. activation, % at 3 µM. 0.33% of 360,000 active;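 active = activation above the run's mean compound activation plus 3 SD, cut at about 16% in these data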;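 also: peak over basal fluorescence ratio within a 140 s kinetic read after compound addition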
CHO parental Ca = signal in parental CHO cells, OX1R antagonist counter-screen. parental CHO-K1, ATP-induced calcium, Fluo-8 fluorescence. inhibition, % at 5.6 µM. 0.63% of 330,000 active;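 active = inhibition above that plate's mean sample inhibition plus 3 SD, cut at about 26% in these data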;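 also: 0% = ATP-challenged DMSO wells and 100% = DMSO wells without ATP; some compounds past the cut are filed as inactive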
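test system = CHO parental line | reagent = ATP stimulus | measured by = intracellular calcium via Fluo-8 no-wash fluorescent dye | control set = ATP and no-ATP DMSO wells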
TAAR1 ag = agonists of human TAAR1; CHO RD-HGA16 TAAR1, Fluo-8 calcium fluorescence; vehicle wells 0%, saturating PEA agonist 100%; activation, % at 3 µM; 0.99% of 360,000 active;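 active = activation above the mean activation of all test compounds in the run plus 3 SD, cut at about 38% in these data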
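Assay system: CHO-derived RD-HGA16 cells with stable Gα16 and human TAAR1; timing: 17-24 h seeding, 75 min 37 °C dye, 30 min RT; read-out: % activation from peak over basal fluorescence ratio, DMSO-to-PEA scaled; measured by: kinetic Fluo-8 calcium fluorescence; benchmarks: low control DMSO, high control PEA (EC100); doses: 3 µM single concentration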
TAAR1 antagonist = human TAAR1 antagonism; Q96RJ0; 1.5% of 360,000 active; inhibition, % at 3 µM; CHO RD-HGA16 TAAR1, Fluo-8 calcium fluorescence, antagonist;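 active = inhibition above a per-plate cutoff, the mean inhibition of test compounds on that plate plus 3 SD, cut at about 49% in these data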;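 also: 0% = DMSO plus EC80 beta-PEA response and 100% = DMSO alone without agonist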
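Test system: CHO RD-HGA16 cells bearing hTAAR1 | Reagent: β-PEA, EC80 | Compound dosing: 3 µM, single point | Schedule: Dye loading 75 min at 37 °C, then 30 min room temperature | Signal: Calcium fluorescence with Fluo-8 | Evaluation: Percent inhibition of PEA-evoked calcium signal, max/basal emission ratio | Control set: DMSO-only wells and EC80 β-PEA-stimulated wells | Repeats: Singlicate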
* = called active by the depositor; x = no result given. Random draw from the library. Share with any hit: about 3.7%.

Results follow in this order: CHRM1 agonist	CHRM1 antagonist	TAAR1 ag	TAAR1 antagonist	CHO parental Ca	OXTR potentiator	V1R ag counter	CHRM1 PAM	OXTR agonist
Cc1ccc(S(=O)(=O)NCC2CCC(C(=O)NCc3ccco3)CC2)cc1 (stereo not drawn)
 : -3	9	11	-3	0	-6	0.3	-5	0.6
O=[N+]([O-])c1ccccc1S(=O)(=O)N1CCN(S(=O)(=O)c2ccc3c(c2)OCCO3)CC1
 : -2	6	x	x	4	-8	1.3	-3	-0.4
O=C(Nc1cc(C(F)(F)F)ccc1Cl)C(Sc1ccccn1)c1ccccc1 (stereo not drawn)
 : -4	-2	13	-18	5	-14	0.0	3	0.6
CCOc1ccc(Cc2onc3c2C(=O)CC(C)(C)C3)cc1OCC
 : -7	18	0	-6	-5	-10	-0.9	-8	-2.0
Cc1ccc(S(=O)(=O)N(C)Cc2ccc(-c3nnc4n3CCC4)cc2)cc1
 : -1	-19	1	6	-4	-5	0.2	-1	-0.5
COc1ccc(C(=O)NNC(=O)c2cc3cccc(OC)c3oc2=O)cc1
 : -5	-6	14	-7	-5	0	0.6	9	-1.2
Oc1ccccc1C=NN=Cc1ccccc1Cl
 : 0	-18	5	-28	x	x	x	11	x
Cc1ccc(CN2CC(C(=O)Nc3ccc4c(C)cc(=O)oc4c3)CC2=O)cc1 (stereo not drawn)
 : -5	-1	0	-2	-26	-19	0.7	3	-0.3
CC(=O)Nc1ccc(OS(=O)(=O)c2c(C)cc(C)cc2C)cc1
 : -3	14	10	19	-13	-13	1.1	-8	2.4
CC(C)(O)CNC(=O)Nc1ccc(Cl)c(Cl)c1
 : 1	21	19	-32	9	-2	1.9	-10	2.9
C=CCn1c(C)cc(C(=O)CSc2nc3ccccc3o2)c1C
 : 0	21	2	15	43*	-21	1.9	-4	-0.1
Cc1ccc(F)c(C2=CC(=O)C[C@H](c3ccc(F)cc3)C2)c1
 : -5	10	11	20	-17	-2	-0.2	-2	-1.4
CC(=O)C1=C(O)C(=O)N(c2ccc(C)cc2)C1c1ccc([N+](=O)[O-])cc1 (stereo not drawn)
 : -6	1	10	-5	-6	-8	0.3	12	0.8
COn1c(-c2ccccc2)c(C=O)c2ccccc21
 : -5	-1	-1	-12	-6	1	-2.1	-3	-2.0
COc1ccc(Cl)cc1NC(=O)Nc1ccc(Br)cn1
 : -1	-10	20	18	-6	2	-0.2	11	1.0
Cc1cc(C)cc(NC(=O)C2CCCN2S(=O)(=O)c2ccc3c(c2)C(C)(C)C(=O)N3C)c1 (stereo not drawn)
 : -1	-3	-1	6	-4	-3	-1.1	0	-1.7
CCCCN(C)c1c(C)nc2ccc(C(=O)N(C)Cc3ccco3)cn12
 : -6	10	5	-23	x	x	x	-7	x
CC(=O)Nc1cc(NC(C)=O)cc(C(=O)OCC(=O)N2CC(C)OC(C)C2)c1 (stereo not drawn)
 : -1	-14	-1	6	-14	-5	0.9	-1	1.4
Cc1ccc(C)c(C(=O)COC(=O)CNS(=O)(=O)c2ccccc2)c1
 : -6	-5	0	-3	-2	-9	2.7	7	0.7
O=C(Nc1ccc(Oc2ccccc2)cc1)c1csc([C@H]2C[C@H](O)[C@@H](CO)O2)n1
 : 3	32*	13	68*	x	x	x	-16	x
Cc1cc(C)nc(Nc2n[nH]c(COc3ccc(Cl)cc3)n2)n1
 : 5	-11	24	-10	-5	-17	7.0	8	3.5
COc1ccccc1N1CCN(CC(O)COc2ccc3c(c2)CCC3)CC1 (stereo not drawn)
 : -3	-1	14	-11	-12	-20	5.2	-4	6.1
COc1cc(O)c2c(c1)OC(C)(C)CC2=O
 : -4	1	0	-1	-3	-17	-0.9	3	-0.8
N/C(=N\N=C\c1ccco1)SC1CC(=O)N(c2ccccc2)C1=O (stereo not drawn)
 : -5	-8	0	-5	-2	-6	0.4	6	-0.4
CCCCN(C(=O)NC(=O)Nc1c(C)cc(C)cc1C)S(C)(=O)=O
 : 0	-15	0	-4	-14	-3	1.4	3	0.3
Cn1c(=O)oc2cc(S(=O)(=O)N3CCCC(C(=O)N4CCc5ccccc5C4)C3)ccc21 (stereo not drawn)
 : -3	5	4	13	-7	-9	8.2	-7	8.2
O=C(CSCc1ccc([N+](=O)[O-])cc1)NC1CC1
 : -10	-7	0	12	-1	4	0.1	15	0.1
CN(C)CCNC(=O)c1cc2c(=O)n(C)c3ccccc3c2n1C
 : -9	-10	0	5	-8	-6	0.6	8	0.4
Cn1c(N)c(C(=O)COC(=O)CSc2ccc3ccccc3c2)c(=O)n(C)c1=O
 : -7	2	6	-13	-18	-21	1.2	2	-2.0
Cc1cc(C(=O)OCC(=O)NCc2ccco2)c(C)n1-c1ccc(F)cc1
 : 2	3	6	13	-27	-23	3.3	-3	2.7
O=C(CCC1CCCC1)N1CCC(N2CCCCCC2)CC1
 : -7	10	7	-6	-7	-2	0.0	-17	0.0
Cc1ccccc1C(=O)NC(=S)Nc1ccccc1[N+](=O)[O-]
 : -7	-3	x	x	-18	-3	1.9	9	-2.2
CC(=O)NS(=O)(=O)c1ccc(NC(=O)C(Sc2ccccc2)c2ccccc2)cc1 (stereo not drawn)
 : -4	-11	3	-21	-7	-4	0.0	10	-0.3
CC(C)c1ccccc1NC(=S)NN(Cc1ccccc1)c1ccccc1
 : -5	-5	3	-6	-36	-9	-0.9	1	-1.0
CC(C)(C)c1ccc(NC(=O)c2cc[n+]([O-])cc2)cc1
 : -2	-17	5	-30	10	-19	0.4	17	0.0
COc1ccc(C(C)(O)c2nc(/C=C/c3ccccc3)cs2)cc1 (stereo not drawn)
 : -2	-2	-1	-4	x	x	x	1	x
COc1ncnc2c1ncn2CCCNCc1ccccn1
 : -5	2	3	-9	x	x	x	-5	x
CCOc1cc(CNCc2cccnc2)cc(Br)c1OCC(N)=O
 : 2	-10	2	-6	-9	-1	2.6	13	0.6
CCOc1cc(S(=O)(=O)N2CCOCC2)ccc1F
 : -4	-25	7	12	-12	-4	0.9	5	-0.3
Cc1cc(C(=O)COc2cc(F)ccc2[N+](=O)[O-])c(C)n1C1CC1
 : -6	-1	4	12	-16	-6	-1.3	3	-2.4
CC1(C(=O)NS(=O)(=O)c2cccc(C#N)c2)CCN1C(=O)CCC1CCCC1 (stereo not drawn)
 : -1	-13	0	1	x	x	x	11	x
N#CCSc1ccsc1C(=O)Nc1ccc(F)cc1
 : -3	-9	8	14	-9	-8	0.8	15	-0.3
CC(C)c1ccc(CNc2nc(NCC3CC3)nc3ccsc23)cc1
 : 1	9	29	8	x	x	x	-5	x
Cc1c(Cl)cccc1NCC(=O)Nc1ccc(Cl)cc1F
 : -8	-3	-1	6	-26	-14	0.7	3	-1.9
O=C(CSc1ccc(S(=O)(=O)N2CCCCC2)cn1)Nc1ccccc1Br
 : -5	2	4	40	-13	-10	2.8	-5	-1.0
CCn1c(SC(C)C)nnc1-c1c[nH]c2ccccc12
 : -4	0	1	-20	-12	-2	-1.1	-7	-0.5
O=C1C=C(c2cccc3c2Oc2ccccc2S3)C[C@@H](c2ccc(Cl)cc2)C1
 : -5	-1	4	-6	-51	-2	0.3	7	0.5
COc1cc(/C=C/C(=O)N[C@@H](Cc2c[nH]c3ccccc23)C(=O)O)ccc1O
 : -4	-1	3	-3	6	-12	-0.3	3	-0.3
COc1ccc(OC)c(NC(=O)CCCCCn2nnc3ccccc3c2=O)c1
 : -3	-2	2	8	-25	-4	0.6	4	-0.7
CN1CCN(NC(=O)Nc2cccc(F)c2)CC1
 : -3	31*	12	9	11	-2	10	-13	3.5

(more compounds)
Results follow in this order: CHRM1 agonist	CHRM1 antagonist	TAAR1 ag	TAAR1 antagonist	CHO parental Ca	OXTR potentiator	V1R ag counter	CHRM1 PAM	OXTR agonist
COc1ccc(CCCNC(=O)C2Cc3c(-c4ccccc4)ccnc3O2)cc1 (stereo not drawn)
 : 3	-27	-2	-1	x	x	x	11	x
CNC(=O)C[C@H]1C(=O)N(c2ccc(OC)cc2)C[C@@H]1C
 : -3	-9	3	-13	x	x	x	3	x
Cc1cccc(Nc2nnc(SCC(=O)c3c(N)n(C4CC4)c(=O)[nH]c3=O)s2)c1
 : 0	-11	6	34	1	-8	1.1	15	0.9
O=C(NCCc1nc2ccccc2[nH]1)/C(=C/c1ccc(F)cc1)NC(=O)c1ccco1
 : -2	10	2	-1	-7	-7	-2.1	-6	-1.4
NC(=O)CCC(C(=O)O)N1C(=O)C2C3CCC(C3)C2C1=O (stereo not drawn)
 : -1	-5	7	-30	x	x	x	6	x
O=C(CNc1cccc(S(=O)(=O)N2CCCC2)c1)Nc1ccc(F)c(F)c1
 : 2	-5	9	20	-2	-13	7.5	2	9.1
CCc1nnc(NC(=O)C2CCCCC2)s1
 : -5	1	0	2	0	-1	-0.2	0	-1.2
ONC(=Nc1ccc(Cl)cc1)c1ccccc1Cl
 : -4	-4	17	0	6	-5	1.0	4	2.9
Cn1cc(CNCCCn2ncc3ccccc32)c(-c2ccccc2F)n1
 : -1	-15	0	-24	-10	-4	1.2	18	2.1
CCN(C(=O)CN1CCN(S(=O)(=O)c2ccccc2C(F)(F)F)CC1)c1c(N)n(Cc2ccccc2)c(=O)[nH]c1=O
 : -2	12	0	-5	-11	-7	0.7	0	-0.5
Cc1ccc(C)c(NC(=O)CCc2nnc3ccc(NCc4ccco4)nn23)c1
 : -2	-4	2	-34	-9	-9	-0.3	3	-0.4
CCc1ccc(NC(=O)CCCOc2cc(=O)n(C)c3ccccc23)cc1
 : -12	-15	0	-64	x	x	x	10	x
COc1ccccc1C(=O)N1CCN(CCc2ccccc2)CC1
 : -8	5	14	13	-23	-4	6.7	1	5.8
Cc1ccc(N(CC(=O)NCc2ccccc2)C(=O)c2csnn2)c(C)c1
 : 1	-18	1	8	-7	-10	1.1	13	-0.2
CN(C)c1cccc(C(=O)OCC(=O)N(C)c2ccccc2)c1
 : -2	15	2	12	-18	-1	1.6	-4	-0.1
NS(=O)(=O)c1ccc(NC(=O)COC(=O)/C(=C/c2cccs2)c2cccs2)cc1
 : -3	4	2	21	1	-9	1.0	-1	0.0
Fc1ccc(CNc2ccn3nc(-c4ccccc4)cc3n2)cc1
 : 2	-9	1	-5	x	x	x	8	x
COc1cc(-c2noc(C)c2/C=C/c2ccc(C(=O)O)cc2)cc(OC)c1OC
 : -3	8	34	-4	-15	-7	0.4	-6	-1.1
